From PubChem
RNase H inhibition – RNase H inhibition, HIV 1 Gag Pol polyprotein, FRET biochemical assay, screening (AID 372); inhibition, % at 10 µM; hits with a dose series show IC50 in µM; 100,000 tested, 0.77% active; HIV-1 RT RNase H, FRET RNA/DNA substrate fluorescence; higher % means a stronger effect; in the data active = inhibition above about 50%
* = called active by the depositor. Some of the compounds tested (hit frequency here may not be typical).

COc1ccc(/C=C2/SC(N3CCN(C(=O)CN4C(=O)S/C(=C\c5ccccc5F)C4=O)CC3)=NC2=O)cc1 was read as RNase H inhibition 2%.
CCOc1ccc(-n2c(O)c(C=Nc3cccc(O)c3)c(=O)[nH]c2=O)cc1 was read as RNase H inhibition 2%.
Cc1ccc(C)c(NC(=O)c2ccccc2Br)c1 was read as RNase H inhibition 0%.
CCOC(=O)/C(C#N)=C/c1ccc(OCc2c(C)no[n+]2[O-])c(OC)c1 was read as RNase H inhibition 15%.
Screening Cc1cccc(OCC(=O)N2CCc3ccccc3C2)c1 returned RNase H inhibition 0%.
For CC1CCCCN1C(=O)c1cc2nc(-c3cccs3)cc(C(F)(F)F)n2n1 (stereo not given) the results were RNase H inhibition 9%.
Cc1ccc(N2C(=O)CC(Sc3nc(C)cc(C)n3)C2=O)cc1 (stereo not given) was read as RNase H inhibition 12%.
`Cc1ccc(OCC(=O)N/N=C\c2ccco2)cc1` gave RNase H inhibition 2%.
For O=C(Nc1nnc(CSc2ccccc2)s1)Nc1ccc(Cl)cc1Cl the results were RNase H inhibition 25%.
Screening NC(=O)c1cccc(N=Cc2ccc(OCc3ccccc3)cc2)c1 returned RNase H inhibition 15%.
Screening CCOC(=O)C1(C)C=C(Nc2ccc(Cl)cc2)C(=O)N1c1ccc(Cl)cc1 (stereo not given) returned RNase H inhibition 17%.
Screening COc1cccc(NC(=O)Nc2nnc(Cc3ccc([N+](=O)[O-])cc3)s2)c1 returned RNase H inhibition 16%.
CCOC(=O)c1ccccc1NC(=O)CN(c1cccc(OC)c1)S(=O)(=O)c1ccccc1 was read as RNase H inhibition 8%.
`CCN(CC)Cc1cc2ccccc2c2c1COC2` gave RNase H inhibition 9%.
For CC(=O)N(C1=C(N2CCOCC2)C(=O)c2ccccc2C1=O)c1ccccc1 the results were RNase H inhibition 1%.
CCCC(O)C#CCN1CCCCC1 (stereo not given) was read as RNase H inhibition 1%.
`NNC(=O)COc1ccccc1-c1ccccc1` gave RNase H inhibition 14%.
Screening Cc1c(NC(=O)/C=C/c2ccccc2)cccc1-c1nc2ccccc2s1 returned RNase H inhibition 19%.
Screening COc1ccc(N(CC(=O)NC(C)c2ccccc2)S(C)(=O)=O)cc1Cl (stereo not given) returned RNase H inhibition 5%.
`CCOc1ccc(-n2c(O)c(C=Nc3c(C)n(C)n(-c4ccccc4)c3=O)c3ccc(OC)cc3c2=O)c([N+](=O)[O-])c1` gave RNase H inhibition 0%.
O=C(CSc1n[nH]c(-c2ccccc2)n1)Nc1ccccn1 was read as RNase H inhibition 0%.
CCC(=O)NC(NC(=S)Nc1ccccc1I)C(Cl)(Cl)Cl (stereo not given) was read as RNase H inhibition 5%.
CSc1ccc(/C=C2\C(=O)NC(=O)N(c3ccc(Cl)cc3)C2=O)cc1 was read as RNase H inhibition 12%.
Screening CCOc1ccc(CN2CCN(C3CCCC(C)C3)CC2)cc1 (stereo not given) returned RNase H inhibition 0%.
For COc1ccccc1/C=C/C(=O)c1cccs1 the results were RNase H inhibition 0%.
Screening CCc1ccc(CN2CCC(C(=O)NC3CCCCCC3)CC2)cc1 returned RNase H inhibition 2%.
For COc1cc(C(=O)Oc2cccc(/C=N/NC(=O)COc3cc(C)ccc3C)c2)cc(OC)c1OC the results were RNase H inhibition 11%.
CC1=C(C(=O)OCc2ccccc2)C(c2cccc(F)c2)C2=C(CCCC2=O)N1 (stereo not given) was read as RNase H inhibition 11%.
For COc1ccc(Cl)cc1/C=C1\N=C(SC)SC1=O the results were RNase H inhibition 18%.
For COc1ccc(-c2nc3ccccc3n2-c2cc(-c3ccccc3)nn2-c2ccccc2)cc1 the results were RNase H inhibition 12%.
For O=C(N/N=C/c1cccc2ccccc12)C(=O)N1CCCC1 the results were RNase H inhibition 1%.
`CCOC(=O)C1=C(C)OC(N)=C(C#N)C1c1cc(Br)ccc1OC` (stereo not given) gave RNase H inhibition 0%.
`C=CCN1C(=O)/C(=C\C=C\c2ccccc2[N+](=O)[O-])C(=O)NC1=S` gave RNase H inhibition 43%.
For O=c1cc(-c2cccc(I)c2)nc(/C=C/c2ccccc2)o1 the results were RNase H inhibition 20%.
For COc1ccccc1C(=O)Nc1cc2nn(-c3ccc(C)cc3)nc2cc1C the results were RNase H inhibition 6%.
For C[n+]1cccc(C(=O)NCCOC(=O)Cc2ccccc2)c1 the results were RNase H inhibition 4%.
Screening Cc1cccc(C)c1NC(=O)C(Cc1ccccc1)N1C(=O)c2cccc([N+](=O)[O-])c2C1=O (stereo not given) returned RNase H inhibition 1%.
For O=C(c1ccc(Cl)cc1)N1N=C(c2cccc([N+](=O)[O-])c2)CC1(O)C(F)(F)F (stereo not given) the results were RNase H inhibition 28%.
For Nc1ccc(-c2nc3ccc(-c4ccc5nc(-c6ccc(N)cc6)[nH]c5c4)cc3[nH]2)cc1 the results were RNase H inhibition 25%.
Screening CN(C)c1ccc(C2/C(=C(/O)c3ccccc3)C(=O)C(=O)N2CCO)cc1 (stereo not given) returned RNase H inhibition 24%.
Screening O=[N+]([O-])c1ccc(N/N=C/c2cccc(Oc3ccccc3)c2)cc1 returned RNase H inhibition 7%.
`O=C(/C=C/c1ccco1)Nc1ccc2oc(-c3cccnc3)nc2c1` gave RNase H inhibition 12%.
For O=C1CC(N2CCCCCC2)C(=O)N1c1cccc(Cl)c1 (stereo not given) the results were RNase H inhibition 0%.
For Cc1ccc(N2C(=O)CC(N3CCN(C)CC3)C2=O)cc1 (stereo not given) the results were RNase H inhibition 1%.
`Cc1ccc(NCN2C(=O)CSC2=O)c(C)c1` gave RNase H inhibition 4%.
`O=C1C2C(c3ccc(Br)cc3)OC3(C(=O)c4ccccc4C3=O)C2C(=O)N1c1ccccc1C(F)(F)F` (stereo not given) gave RNase H inhibition 11%.
Screening O=C1C(=Cc2ccccc2)C(=O)c2ccccc21 returned RNase H inhibition 4%.
Screening Cc1sc(/N=C/c2cc(Br)ccc2O)c(C#N)c1C returned RNase H inhibition 8%.
O=C(O)C(NS(=O)(=O)c1ccc(Br)cc1)C(O)c1ccccc1 (stereo not given) was read as RNase H inhibition 0%.
Screening CCOc1cccc(NC(=O)/C(C#N)=C/c2ccc(-c3ccc(C)cc3Br)o2)c1 returned RNase H inhibition 2%.
For COc1ccccc1/C=C/C1=NN(c2ccc(F)cc2)C(c2ccccc2OC)C1 (stereo not given) the results were RNase H inhibition 5%.
`O=[N+]([O-])c1ccc(N2CCN(CCO)CC2)cc1NC(c1ccccc1)c1ccccc1` gave RNase H inhibition 0%.
`CCOC(=O)c1c(NC(=O)C2CCCCC2)sc(C(=O)Nc2ccc(C)cc2C)c1C` gave RNase H inhibition 17%.
For CCOC(=O)C1=C(C)NC(C)=C(C(=O)OCC)C1c1ccccc1Cl the results were RNase H inhibition 2%.
Screening O=C(Nc1ccccc1C(=O)O)c1ccc2c(c1)C(=O)N(c1ccccc1)C2=O returned RNase H inhibition 0%.
CCc1cccc(C)c1NC(=O)CSc1nnnn1-c1ccccc1 was read as RNase H inhibition 1%.
Cc1ccc(C(=O)N/C(=C/c2cccnc2)C(=O)Nc2ccc(Br)cc2)cc1 was read as RNase H inhibition 27%.
`Cc1ccc2cc(C)c(Nc3ccc(Br)cc3)nc2c1` gave RNase H inhibition 17%.
CCC(C(=O)Nc1c(C)cc(C)cc1C)c1ccccc1 (stereo not given) was read as RNase H inhibition 29%.
For C=CCN1C(=O)/C(=C/c2ccccc2OCc2ccccc2Cl)SC1=S the results were RNase H inhibition 16%.
CCOC(=O)C1=C(O)/C(=C/c2cc(OC)c(OC)c(OC)c2)SC1=Nc1ccccc1 was read as RNase H inhibition 8%.
For CCCCCCN1C(=O)C(O)=C(C(C)=O)C1c1ccc2c(c1)OCO2 (stereo not given) the results were RNase H inhibition 1%.
For COC(=O)c1ccc(/C=N/NC(=O)CN(c2ccc(C)cc2)S(=O)(=O)c2ccccc2)cc1 the results were RNase H inhibition 12%.
Screening CN(C)c1ccc(/C=C2/SC(=O)N(CC(O)Cn3c4ccc(Cl)cc4c4cc(Cl)ccc43)C2=O)cc1 (stereo not given) returned RNase H inhibition 19%.
Screening Cc1ccc(N2CC(C(=O)Nc3cccc(C)c3C)CC2=O)cc1 (stereo not given) returned RNase H inhibition 2%.
CCC(Sc1nc(C)cc(C)n1)C(=O)N1c2ccccc2Sc2ccccc21 (stereo not given) was read as RNase H inhibition 38%.
For CCOc1ccc(NC(=O)CCCOc2ccccc2)cc1 the results were RNase H inhibition 6%.
For COc1cc2ccccc2cc1C(=O)Nc1ccc(Cl)c(Cl)c1 the results were RNase H inhibition 24%.
Nc1nc(-c2ccccc2)cn1/N=C/c1cccc([N+](=O)[O-])c1 was read as RNase H inhibition 7%.
For COC(=O)C1=C(C)N(CC2CCCO2)C(=O)/C1=C\c1ccc(OC)c([N+](=O)[O-])c1 (stereo not given) the results were RNase H inhibition 10%.
For COc1ccc(C2C(C(=O)OCCOc3ccccc3)=C(C)NC3=C2C(=O)CC(C)(C)C3)c(OC)c1 (stereo not given) the results were RNase H inhibition 10%.
CC(C)(C)NC(=O)c1cc2c(ccc3ccccc32)oc1=O was read as RNase H inhibition 0%.
`N#C/C(=C\c1c[nH]c2ccccc12)c1ccc([N+](=O)[O-])cc1` gave RNase H inhibition 13%.
COc1ccc([N+](=O)[O-])cc1-c1ccc(/C=N\Nc2nc(Nc3ccc(F)cc3)nc(N3CCCCC3)n2)o1 was read as RNase H inhibition 3%.
For COc1ccc(C(=O)Nc2ccc(C)c([N+](=O)[O-])c2)cc1OC the results were RNase H inhibition 10%.
For C=CCN1C(=O)/C(=C2\SC(=S)N(Cc3ccccc3)C2=O)c2ccccc21 the results were RNase H inhibition 33%.
`Cc1ccc(S(=O)(=O)N2CCSC2c2ccccc2)cc1` (stereo not given) gave RNase H inhibition 4%.
Screening CC1=NN(c2ccc(S(N)(=O)=O)cc2)C(=O)/C1=C\c1cccs1 returned RNase H inhibition 9%.
Screening CCOc1cccc(NC(=O)/C(C#N)=C\c2cc(C)n(-c3ccc(C)c([N+](=O)[O-])c3)c2C)c1 returned RNase H inhibition 6%.
For O=C(CSCc1ccccc1)Nc1nccs1 the results were RNase H inhibition 0%.

A stretch of the results above, as a working copy:
For COc1ccc(C2C(C(=O)OCCOc3ccccc3)=C(C)NC3=C2C(=O)CC(C)(C)C3)c(OC)c1 (stereo not given) the results were RNase H inhibition 10%.
CC(C)(C)NC(=O)c1cc2c(ccc3ccccc32)oc1=O was read as RNase H inhibition 0%.
`N#C/C(=C\c1c[nH]c2ccccc12)c1ccc([N+](=O)[O-])cc1` gave RNase H inhibition 13%.
COc1ccc([N+](=O)[O-])cc1-c1ccc(/C=N\Nc2nc(Nc3ccc(F)cc3)nc(N3CCCCC3)n2)o1 was read as RNase H inhibition 3%.

Remaining list, next part:
COc1cccc(OC)c1OCCCOc1cccc(Oc2ccccc2)c1 was read as RNase H inhibition 18%.
Screening CC(=O)C1=C(Nc2ccc(Br)cc2)CC(C)(O)C(C(C)=O)C1c1ccc(C)cc1 (stereo not given) returned RNase H inhibition 4%.
`COc1ccc(N2C(=O)C3ON(c4ccccc4)C(c4cccnc4)C3C2=O)cc1` (stereo not given) gave RNase H inhibition 1%.
Screening Cc1ccc2nc(-c3cc(N=C/C=C/c4ccc(Cl)cc4)ccc3O)oc2c1 returned RNase H inhibition 8%.
For CC(=O)c1ccc(N2C(=O)c3ccc(Oc4ccc5c(c4)C(=O)N(c4ccc(C(C)=O)cc4)C5=O)cc3C2=O)cc1 the results were RNase H inhibition 6%.
Cc1c(NCc2ccccc2)[nH]c(=O)[nH]c1=O was read as RNase H inhibition 0%.
`CCS(=O)(=O)c1ccc(O)c(NC(=O)c2cc(OC)c(OC)c(OC)c2)c1` gave RNase H inhibition 0%.
Screening CC(NC(=O)c1ccccc1Cl)C(=O)O (stereo not given) returned RNase H inhibition 3%.
For CS(=O)(=O)c1ccc2nc(NC(=O)c3ccc([N+](=O)[O-])cc3)sc2c1 the results were RNase H inhibition 17%.
For COc1cc(C(=O)Nc2cccc(NC(=O)c3ccccc3Cl)c2)ccc1[N+](=O)[O-] the results were RNase H inhibition 6%.
`Cc1ccnc(N/N=C/c2ccccc2)n1` gave RNase H inhibition 12%.
Screening O=C1CSC(=S)N1NS(=O)(=O)c1ccccc1 returned RNase H inhibition 10%.
COc1ccc(CCC(=O)Nc2cc(Cl)ccc2OC)cc1 was read as RNase H inhibition 11%.
For C/C(=N\NC(=O)c1cc(C(C)(C)C)[nH]n1)c1ccc([N+](=O)[O-])cc1 the results were RNase H inhibition 7%.
`COc1ccc(N(CC(=O)Nc2cc(OC)ccc2OC)S(=O)(=O)c2ccc(NC(C)=O)cc2)cc1` gave RNase H inhibition 21%.
COc1cc(NC(=O)COc2ccc(Cl)cc2C)c(OC)cc1Cl was read as RNase H inhibition 22%.
CC(=O)c1cccc(NC(=O)Nc2cccc(Cl)c2)c1 was read as RNase H inhibition 0%.
`O=C1NC(=O)C(=Cc2ccc(O)c(Cl)c2)C(=O)N1` gave RNase H inhibition 11%.
O=C(COc1ccc([N+](=O)[O-])cc1)Nc1ccccc1O was read as RNase H inhibition 5%.
CC(C)COc1ccc(C(=O)Nc2ccc(Cl)cc2)cc1 was read as RNase H inhibition 12%.

Entries above that have two or more sulfur atoms, in the order listed:
COc1ccc(/C=C2/SC(N3CCN(C(=O)CN4C(=O)S/C(=C\c5ccccc5F)C4=O)CC3)=NC2=O)cc1 was read as RNase H inhibition 2%.
For O=C(Nc1nnc(CSc2ccccc2)s1)Nc1ccc(Cl)cc1Cl the results were RNase H inhibition 25%.
For COc1ccc(Cl)cc1/C=C1\N=C(SC)SC1=O the results were RNase H inhibition 18%.
For C=CCN1C(=O)/C(=C/c2ccccc2OCc2ccccc2Cl)SC1=S the results were RNase H inhibition 16%.
CCC(Sc1nc(C)cc(C)n1)C(=O)N1c2ccccc2Sc2ccccc21 (stereo not given) was read as RNase H inhibition 38%.
For C=CCN1C(=O)/C(=C2\SC(=S)N(Cc3ccccc3)C2=O)c2ccccc21 the results were RNase H inhibition 33%.
`Cc1ccc(S(=O)(=O)N2CCSC2c2ccccc2)cc1` (stereo not given) gave RNase H inhibition 4%.
Screening CC1=NN(c2ccc(S(N)(=O)=O)cc2)C(=O)/C1=C\c1cccs1 returned RNase H inhibition 9%.
For O=C(CSCc1ccccc1)Nc1nccs1 the results were RNase H inhibition 0%.
For CS(=O)(=O)c1ccc2nc(NC(=O)c3ccc([N+](=O)[O-])cc3)sc2c1 the results were RNase H inhibition 17%.
Screening O=C1CSC(=S)N1NS(=O)(=O)c1ccccc1 returned RNase H inhibition 10%.
